EPAC2 antag: blocks human EPAC2 exchange factor; Potency, µM (doses to about 114 µM), for the others: top-dose activity, negative = inhibition, actives largely listed as inhibitors; AID 720708; Q8WZA2; EPAC2 GEF exchange of Rap1B-BODIPY-GDP, fluorescence; 0.18% of 360,000 active; also: % is scaled to controls: 0 for no effect and ±100 for the full control effect; nearly all actives have a fitted effect of over 45% in size; many of its hits are not listed in these tables
Target sequence (Q8WZA2 whole entry, looked up): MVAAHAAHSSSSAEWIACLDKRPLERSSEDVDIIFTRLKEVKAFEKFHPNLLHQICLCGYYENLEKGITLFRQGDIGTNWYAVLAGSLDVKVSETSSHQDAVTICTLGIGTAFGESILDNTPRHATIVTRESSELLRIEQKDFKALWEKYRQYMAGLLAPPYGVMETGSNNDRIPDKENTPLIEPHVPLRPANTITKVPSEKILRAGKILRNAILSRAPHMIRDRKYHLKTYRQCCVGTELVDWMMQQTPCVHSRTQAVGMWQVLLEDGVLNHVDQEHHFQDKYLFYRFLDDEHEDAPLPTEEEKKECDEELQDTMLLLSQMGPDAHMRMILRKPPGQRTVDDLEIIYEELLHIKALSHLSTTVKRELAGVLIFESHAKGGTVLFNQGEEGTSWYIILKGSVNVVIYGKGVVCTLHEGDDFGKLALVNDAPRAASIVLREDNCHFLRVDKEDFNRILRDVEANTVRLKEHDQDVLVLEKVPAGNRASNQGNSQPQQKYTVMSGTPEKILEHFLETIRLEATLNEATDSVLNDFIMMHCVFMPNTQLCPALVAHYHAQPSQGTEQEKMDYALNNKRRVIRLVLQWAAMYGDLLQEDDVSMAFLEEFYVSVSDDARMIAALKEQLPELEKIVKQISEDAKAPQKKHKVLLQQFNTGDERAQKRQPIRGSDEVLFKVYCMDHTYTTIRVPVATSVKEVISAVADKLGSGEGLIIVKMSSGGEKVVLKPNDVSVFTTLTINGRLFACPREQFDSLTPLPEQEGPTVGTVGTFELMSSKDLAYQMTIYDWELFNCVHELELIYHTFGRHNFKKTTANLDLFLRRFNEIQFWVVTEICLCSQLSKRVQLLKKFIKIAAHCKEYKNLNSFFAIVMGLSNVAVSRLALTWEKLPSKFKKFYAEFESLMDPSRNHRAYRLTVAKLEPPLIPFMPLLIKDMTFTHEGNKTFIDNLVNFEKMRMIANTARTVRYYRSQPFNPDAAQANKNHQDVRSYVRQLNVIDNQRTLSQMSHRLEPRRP
FUS suppressor: rescues growth of FUS-expressing yeast | S. cerevisiae FUS-expressing, growth rescue, OD600, 24 h | Potency, µM (top dose mostly 76.6 µM), for inactives: at the top dose growth rescue (activation), most hits filed as activators | 0.24% of 390,000 active | AID 1347120;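 also: plate controls were DMSO vehicle for no effect and reference control for full effect; nearly all actives have a fitted effect of over 55% in size; some results filed as inactive show a strong effect at the top dose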
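Read-out: OD at 600 nm after 24hr at 30C, reporting rescue of FUS-induced yeast toxicity. Cells at OD 0.005 in galactose (2%) minimal medium; compounds tested in a dilution series; CP55940 titration from 92uM final as control.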
EPAC1 antagonist: EPAC1 (human) antagonism; AID 720709; 0.14% of 360,000 active; O95398; Potency, µM (series often up to 115 µM), for the others: top-dose activity change, negative = inhibition, most hits filed as inhibitors; EPAC1 GEF assay, Rap1b-BODIPY-GDP exchange fluorescence;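 also: plate controls were vehicle for no effect and positive control for full effect; nearly all actives have a fitted effect of over 50% in size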
EPAC1 agonist: EPAC1 (human) agonism; O95398; EPAC1 agonist qHTS, biochemical assay; response scale: 100% = response to 6.5 mM cAMP; Potency, µM (titrated, usually from 154 µM), without a hit: top-dose activation, most hits filed as activators; 0.073% of 360,000 active; AID 720707; also: nearly all actives have a fitted effect of over 60% in size
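Nucleotide exchange assay: 100 nM EPAC1 with 250 nM Rap1B loaded with BODIPY-GDP and 50 uM GDP, room temperature. Fluorescence (480/540 nm) read every 5 min for 30 min; signal change normalized to 6.5 mM cAMP as full agonist.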
PTHR1 agonist: PTHR1 (human) receptor agonism | Q03431 | 0.075% of 410,000 active | Potency, µM (series often up to 115 µM), without a hit: at the top dose activation, usual class: activators | HEK293 GP2 PTHR1 cells, GloSensor cAMP luminescence, 1 h; also: nearly all actives have a fitted effect of over 55% in size; some results filed as inactive show a strong effect at the top dose; inactives centre near -15; many of its hits are not listed in these tables
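HEK-293-derived GP2 cells expressing PTHR1 and a GloSensor cAMP reporter, 3,000/well, plated overnight, given luciferin plus IBMX (each 0.5 mM as added) for 1 h at 37 °C, then compound for 1 h at 37 °C. Luminescence was read after 15 min at room temperature.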
aSyn rescue: alpha-synuclein toxicity inhibition in yeast; Yeast expressing alpha-synuclein, growth rescue, BacTiter-Glo, 24 h; Potency, µM (top dose mostly 46.1 µM), inactives show top-dose growth rescue (activation), hits mostly activators; 0.14% of 370,000 active; also: % of control where 0% means no effect; nearly all actives have a fitted effect of over 65% in size
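Readout is rescue of growth in alpha-synuclein-expressing yeast, so inhibitors of toxicity appear as activators. Growth after 24 hr at 30 deg C in galactose medium is quantified by luminescence.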
EPAC2 ag: agonists of human EPAC2 (RAPGEF4); EPAC2 activation, biochemical qHTS; response scale: 100% = 6.5 mM cAMP response; 0.079% of 360,000 active; Potency, µM (doses to about 154 µM), for inactives: at the top dose activation, usual class: activators; Q8WZA2; also: nearly all actives have a fitted effect of over 50% in size
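Readout is BODIPY fluorescence (480 nm excitation, 540 nm emission), which falls as labeled GDP is exchanged off Rap1B. EPAC2 at 100 nM acted on 250 nM RAP1B-BODIPY-GDP with 50 uM GDP present.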
TDP43 rescue: TDP-43 toxicity inhibition in yeast; TDP-43 expressing yeast growth rescue, BacTiter-Glo, 24 h; Potency, µM (series often up to 46.1 µM), without a hit: at the highest dose growth rescue (activation), actives largely listed as activators; 1.8% of 410,000 active; AID 652104; also: % of control where 0% means no effect; nearly all actives have a fitted effect of over 50% in size
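Readout is BacTiter-Glo luminescence of cell growth, so inhibitors register as activators. TDP-43-expressing yeast at OD600=0.02 in galactose medium, after raffinose pregrowth to mid-log, were incubated with compound for 24 hr at 30 deg C.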
* marks the source's active call; other numbers are inactive results; i = inactive; ? = inconclusive; · = not tested or not shown; [ ] = remark or other dose. Calls follow the shape of the dose curve; as a rule, active = well fitted curve in the direction sought with a large enough effect; inconclusive = small, poorly fitted or top-dose-only effect, or another doubt; inactive = no such curve, though single readings can be large; an effect the other way counts as inactive or inconclusive. Potency is read from the fitted curve at half-maximal effect. Not all compounds are listed (hit frequency here may not be typical).

SMILES	EPAC2 antag	FUS suppressor	EPAC1 antagonist	EPAC1 agonist	PTHR1 agonist	aSyn rescue	EPAC2 ag	TDP43 rescue
Nc1ncnc2c1ncn2[C@@H]1O[C@H](CNCc2cccn2-c2nccs2)[C@@H](O)[C@H]1O	-3%	-22%	7%	-12%	-24%	-2%	3%	3%
Cc1ccc(S(=O)(=O)NCC(=O)OCC(=O)N(C)C2CCS(=O)(=O)C2)cc1 (centres undefined)	9%	1%	1%	-14%	-16%	-5%	-5%	8%
CCOC(=O)C1CCCN(c2c(NCCC(C)C)c(=O)c2=O)C1 (centres undefined)	2%	-7%	2%	4%	i	-8%	8%	2%
CCC(C(=O)Nc1ccc2c(c1)OCCO2)c1ccccc1 (centres undefined)	13%	12%	19%	-3%	i	-1%	2%	0%
COc1cccc(NC(=O)COC(=O)c2ccc(C)c(S(=O)(=O)N3CCCCC3)c2)c1	1%	17%	15%	-5%	-22%	10%	7%	20%
CCCC(=O)Nc1ccc(C(=O)NNC(=S)NC(=O)c2ccc(Br)o2)cc1	-6%	11%	-18%	5%	i	-2%	-1%	27%
CCCN(CCC)CCCNC(=O)c1cc2cc3ccc(Cl)cc3nc2o1	-1%	13%	-17%	10%	-24%	0%	14%	10%
CC(=O)Nc1ccc(S(=O)(=O)N2CCN(CC3CC4C=CC3C4)CC2)cc1 (centres undefined)	-4%	10%	-8%	2%	-10%	-2%	13%	-4%
O=C(c1cc(COc2ccc(F)cc2Cl)on1)N(CCO)Cc1cccs1	-11%	20%	-13%	6%	-77%[inhibitor]	8%	2%	?
O=S(=O)(c1ccc(Cl)cc1)N1CCC(O)(c2cccnc2)CC1	-2%	4%	-9%	3%	-13%[57.5 µM]	2%	11%	-1%
Cc1cc(C)cc(NC(=O)CSc2nc3ccccc3nc2N2CCCC2)c1	9%	9%	-22%	3%	-2%	10%	3%	0%
COc1ccc(C(=O)OCC(=O)Nc2c(C)n(C)n(-c3ccccc3)c2=O)cc1	-4%	-18%	12%	2%	-14%	-7%	3%	4%
O=C1S/C(=C/c2ccc(N3CCOCC3)o2)C(=O)N1Cc1ccc(F)cc1	11%	25%	1%	4%	i	13%	?	?
CCOc1ccc(NC(=O)CCC(=O)Nc2nnc(CC)s2)cc1	-6%	-7%	4%	18%	i	2%	-5%	3%
CN(CC(=O)Nc1cccc(F)c1)C(=O)c1ccc(N2CCOCC2)c([N+](=O)[O-])c1	-6%	16%	4%	15%	-2%	3%	3%	5%
Cc1ccc(NC(=O)[C@H](CC(C)C)NC(=O)[C@@H]2Cc3ccccc3CN2)cc1	-2%	4%	-6%	5%	i	1%	2%	-10%
O=C1NC2(CCCCC2)C(=O)N1/N=C/c1ccc(O)cc1O	-2%	-9%	6%	-3%	-4%[57.5 µM]	5%	0%	-2%
C=CCOc1ccc2c3c(c(=O)oc2c1)CCCC3	?	-4%	-17%	-13%	-41%[inhibitor]	3%	4%	-9%
c1cc2c(cc1CN1CCN(C3CCCCCC3)CC1)OCO2	12%	1%	-9%	1%	-11%	1%	7%	5%
CNC(=O)CSc1nnc(-c2ccco2)n1-c1ccccc1OC	9%	11%	1%	-8%	-10%[57.5 µM]	-4%	1%	-2%
COC(=O)Nc1ccc(S(=O)(=O)N2CCN(CCN3C(=O)C4C5C=CC(C5)C4C3=O)CC2)cc1 (centres undefined)	13%[57.1 µM]	5%	11%	-1%	i	1%	-3%	11%
O=C(CCN1C(=O)/C(=C/c2cccs2)SC1=S)Nc1ccccn1	19%	-17%	0%	?	-22%	3%	?	6%
COc1ccc(OC)c([C@@H]2OCCC=C[C@H]2C)c1	?	-29%	9%	-11%	i	1%	3%	20%
Cc1c2c(n3c(nc4ccccc43)c1C#N)N(CCN(C)C)CC2	5%	-4%	-2%	3%	i	0%	0%	-6%
CC(C)(C)c1ccc(/C=C/C(=O)N2CCOCC2)cc1	13%	·	2%	-1%	-28%	2%	-5%	0%

Other compounds
SMILES	EPAC2 antag	FUS suppressor	EPAC1 antagonist	EPAC1 agonist	PTHR1 agonist	aSyn rescue	EPAC2 ag	TDP43 rescue
Cc1ccc(CN2CC(C(=O)N(C)CC(=O)Nc3cccc(F)c3)CC2=O)cc1 (centres undefined)	-2%	27%	7%	-4%	-2%	2%	4%	0%
Cc1cccc(NC(=O)c2ccc3nsnc3c2)c1C	-4%	7%	-1%	7%	-3%	6%	6%	15%
CC1=NN(C(N)=S)C(=O)C1N=Nc1ccc(S(N)(=O)=O)cc1 (centres undefined)	4%	23%	-11%	0%	i	2%	10%	-2%
CCOC(=O)c1nc2nc(-c3cccs3)cc(C(F)(F)F)n2n1	1%	·	-4%	8%	i	0%	-5%	15%
CCCC(=O)N(c1ccc2oc(=O)sc2c1)S(=O)(=O)c1ccccc1	0%	27%	-3%	6%	i	5%	8%	-7%
O=C(Cn1nnc(-c2ccccc2)n1)NCc1ccc2c(c1)OCO2	5%	2%	-9%	2%	i	1%	12%	10%
O=C(NCCc1ccccc1)c1ccc(CS(=O)(=O)Cc2ccc(F)cc2)o1	1%	28%	-3%	-8%	-20%	-1%	-1%	-11%
Cc1ccc(-n2c(-c3ccncc3)n[nH]c2=S)cc1	0%	-11%	1%	3%	-7%	1%	-3%	-8%
COc1ccc(-c2nn(Cc3ccccc3)cc2C(=O)N2CCN(c3ncccn3)CC2)cc1	-20%	19%	-3%	-4%	-16%	13%	1%	3%
CCC(C)NC(=O)CSc1nnc(-c2ccc(Cl)cc2)n1N (centres undefined)	-5%	-21%	-2%	11%	i	-5%	9%	-3%
O=S(=O)(NCc1ccc2c(c1)OCO2)c1cccc2nsnc12	1%	-4%	?	5%	4%	3%	1%	-10%
Nn1cc(-c2ccccc2)nc1SCC(=O)Nc1ccc(S(N)(=O)=O)cc1	26%	15%	1%	-5%	-20%	-4%	9%	-34%[inhibitor]
CON(c1nc(Cl)nc(N(C)C)n1)S(=O)(=O)c1ccccc1Cl	49%[activator][57.1 µM]	-14%	6%	1%	i	-27%	?	-17%
CCOC(=O)C(=NCC1CCCO1)NNc1ccccc1Cl (centres undefined)	-10%	15%	-9%	11%	i	11%	10%	-7%
Cc1cc(=O)[nH]c2cc(Cl)ccc12	2%	-17%	7%	8%	i	3%	12%	3%
C#CCN(C[C@H]1[C@H](OC(=O)NCc2ccccc2)[C@H](OC(=O)NCc2ccccc2)C[C@H]2C(=O)N(c3ccccc3)C(=O)[C@@H]12)S(=O)(=O)c1ccc(C)cc1	-14%	?	-3%	1%	-11%	6%	-5%	28%
COc1ccc(C(=O)N2CCCC(O)C2)cc1OC1CCN(C(C)C)CC1 (centres undefined)	12%	·	14%	1%	i	6%	7%	16%
CCN1C(=O)c2cccc3c(Cl)ccc(c23)C1=O	0%	-1%	-17%	15%	-23%	11%	5%	17%
O=C(NCc1ccccc1)c1cccc(Br)n1	13%	-9%	4%	9%	-23%	1%	-2%	32%
CC12CCC(C(=O)CC1=O)C2(C)C (centres undefined)	20%	·	-3%	-4%	i	-2%	-1%	2%
CC1CCCCN1C(=O)COC(=O)CNC(=O)c1ccc(Cl)cc1Cl (centres undefined)	4%	8%	3%	-4%	i	1%	7%	10%
Cc1nn(CCc2nn[nH]n2)c2nc(-c3ccccc3)cc(C(F)(F)F)c12	-17%	8%	13%	-20%	-40%[inhibitor]	-1%	-11%	9%
COc1ccccc1CCNS(=O)(=O)c1cc2c3c(c1)CCN3C(=O)CC2	-4%	6%	5%	5%	i	2%	19%	7%
Nc1ncnc2c1ncn2[C@@H]1O[C@H](C(=O)N2CCN(c3nc4ccccc4o3)CC2)[C@@H](O)[C@H]1O	7%	-6%	-7%	13%	-17%	8%	7%	24%
O=C(CSc1n[nH]c(-c2ccccc2Br)n1)NC(=O)NCc1ccco1	-6%	36%	0%	3%	i	-4%	12%	0%
Cc1ccc(NC(=O)CN(C)c2ccc(S(=O)(=O)N3CCCC3)cn2)cc1	-13%	3%	?	-10%	12%	-1%	-5%	0%[9.22 µM]

A stretch from further up:
SMILES	EPAC2 antag	FUS suppressor	EPAC1 antagonist	EPAC1 agonist	PTHR1 agonist	aSyn rescue	EPAC2 ag	TDP43 rescue
Cc1ccc(CN2CC(C(=O)N(C)CC(=O)Nc3cccc(F)c3)CC2=O)cc1 (centres undefined)	-2%	27%	7%	-4%	-2%	2%	4%	0%
Cc1cccc(NC(=O)c2ccc3nsnc3c2)c1C	-4%	7%	-1%	7%	-3%	6%	6%	15%
CC1=NN(C(N)=S)C(=O)C1N=Nc1ccc(S(N)(=O)=O)cc1 (centres undefined)	4%	23%	-11%	0%	i	2%	10%	-2%
CCOC(=O)c1nc2nc(-c3cccs3)cc(C(F)(F)F)n2n1	1%	·	-4%	8%	i	0%	-5%	15%
CCCC(=O)N(c1ccc2oc(=O)sc2c1)S(=O)(=O)c1ccccc1	0%	27%	-3%	6%	i	5%	8%	-7%
O=C(Cn1nnc(-c2ccccc2)n1)NCc1ccc2c(c1)OCO2	5%	2%	-9%	2%	i	1%	12%	10%
O=C(NCCc1ccccc1)c1ccc(CS(=O)(=O)Cc2ccc(F)cc2)o1	1%	28%	-3%	-8%	-20%	-1%	-1%	-11%
Cc1ccc(-n2c(-c3ccncc3)n[nH]c2=S)cc1	0%	-11%	1%	3%	-7%	1%	-3%	-8%
COc1ccc(-c2nn(Cc3ccccc3)cc2C(=O)N2CCN(c3ncccn3)CC2)cc1	-20%	19%	-3%	-4%	-16%	13%	1%	3%
CCC(C)NC(=O)CSc1nnc(-c2ccc(Cl)cc2)n1N (centres undefined)	-5%	-21%	-2%	11%	i	-5%	9%	-3%
O=S(=O)(NCc1ccc2c(c1)OCO2)c1cccc2nsnc12	1%	-4%	?	5%	4%	3%	1%	-10%
Nn1cc(-c2ccccc2)nc1SCC(=O)Nc1ccc(S(N)(=O)=O)cc1	26%	15%	1%	-5%	-20%	-4%	9%	-34%[inhibitor]
CON(c1nc(Cl)nc(N(C)C)n1)S(=O)(=O)c1ccccc1Cl	49%[activator][57.1 µM]	-14%	6%	1%	i	-27%	?	-17%
CCOC(=O)C(=NCC1CCCO1)NNc1ccccc1Cl (centres undefined)	-10%	15%	-9%	11%	i	11%	10%	-7%
Cc1cc(=O)[nH]c2cc(Cl)ccc12	2%	-17%	7%	8%	i	3%	12%	3%
